Bioassay records (PubChem)
PMI act satM6P: activators of human phosphomannose isomerase at near-saturating mannose 6-phosphate | P34949 | coupled PMI enzyme assay, resazurin fluorescence, 20 min; active compounds read high; 1 = untreated enzyme, 0 = substrate-free blank | activation factor at 20 µM | 0.34% of 190,000 active | AID 1216;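 active = activation factor of 2 or more at 20 µM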
Target sequence (P34949 whole entry, looked up): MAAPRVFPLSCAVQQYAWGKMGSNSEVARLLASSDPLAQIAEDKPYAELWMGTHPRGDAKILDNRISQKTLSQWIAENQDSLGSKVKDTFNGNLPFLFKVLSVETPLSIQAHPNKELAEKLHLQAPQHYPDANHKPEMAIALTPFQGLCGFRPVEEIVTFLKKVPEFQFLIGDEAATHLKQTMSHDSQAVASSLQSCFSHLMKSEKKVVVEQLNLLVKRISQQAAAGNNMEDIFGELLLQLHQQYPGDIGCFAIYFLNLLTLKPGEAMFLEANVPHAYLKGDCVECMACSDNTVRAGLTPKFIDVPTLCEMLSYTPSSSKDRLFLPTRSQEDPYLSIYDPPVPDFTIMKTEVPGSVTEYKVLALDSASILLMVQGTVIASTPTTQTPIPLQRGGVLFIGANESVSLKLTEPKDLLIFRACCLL
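Test system: human PMI in coupled enzyme assay; Input: PMI at 15 ng/mL final; Medium: HEPES buffer, pH 7.4; Schedule: 20 min incubation at room temperature; Technique: resorufin fluorescence at Ex 544/Em 590 nm; Compound: 20 µM single dose; Probe or stimulus: Near-saturating mannose-6-phosphate, 1.0 mM.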
ROMK primary: modulates human ROMK potassium channel activity | P48048 | Tet-inducible ROMK, thallium flux fluorescence; actives lie on both sides | B-score at 10 µM | 2% of 130,000 active | AID 1918;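 active = signal ratio slope over the read window, or its plate-corrected B-score, at least 3 SD from the plate mean, either direction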;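 also: B-score of the F/F0 ratio slope over 7 to 12 s after thallium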
PPARg SRC-1 ag: promotes SRC-1 coactivator recruitment by human PPARgamma; 0.41% of 200,000 active; AID 631; PPARgamma-SRC-1 coactivator recruitment biochemical assay; activation, % at 8 µM; in the data active = activation above about 19%;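 also: 0% = DMSO and 100% = reference agonist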
PPARg SRC-3 ag: promotes SRC-3 coactivator recruitment by human PPARgamma; biochemical PPARgamma/SRC-3 coactivator recruitment assay; activation, % at 8 µM; 0.26% of 200,000 active; AID 731; in the data active = activation above about 23%;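 also: 0% = DMSO and 100% = reference agonist; some compounds past the cut are filed as inactive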
S1P3 antagonist: S1P3 (human) receptor antagonism; Q99500; CHO S1P3 NFAT-BLA reporter, FRET fluorescence, antagonist mode; inhibition, % at 4.98 µM; 0.27% of 170,000 active; AID 485;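 active = inhibition above the plate cutoff, the mean inhibition of test wells on that plate plus 3 SD, cut at about 28% in these data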;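 also: cells challenged with S1P at its EC80 of 0.8 µM; blue over green emission ratio from cleaved BLA substrate after 4 h stimulation; 0% = S1P-stimulated wells and 100% = unstimulated DMSO-only wells; some compounds past the cut are filed as inactive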
Target sequence (Q99500 whole entry, looked up): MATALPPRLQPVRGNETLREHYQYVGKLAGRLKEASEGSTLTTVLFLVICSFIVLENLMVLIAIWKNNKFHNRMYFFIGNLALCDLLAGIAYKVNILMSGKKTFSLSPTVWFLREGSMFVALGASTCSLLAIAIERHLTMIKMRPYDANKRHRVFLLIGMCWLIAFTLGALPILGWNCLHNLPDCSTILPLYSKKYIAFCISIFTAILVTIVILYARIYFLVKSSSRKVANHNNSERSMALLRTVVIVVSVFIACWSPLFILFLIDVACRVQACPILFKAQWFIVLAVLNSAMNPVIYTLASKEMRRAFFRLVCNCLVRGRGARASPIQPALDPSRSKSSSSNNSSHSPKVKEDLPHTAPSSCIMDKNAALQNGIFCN
PPARg SRC2 recr: PPARgamma-driven SRC-2 recruitment agonism. P37231. activation, % at 8 µM. PPARgamma LBD-SRC-2 recruitment, biochemical. 0.34% of 200,000 active; in the data active = activation above about 22%;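 also: 0% = vehicle and 100% = reference agonist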
PMI act: increases human mannose-6-phosphate isomerase activity | P34949 | purified human PMI, coupled resazurin fluorescence, 20 min; active compounds read high; 1 = vehicle control, 0 substrate-free wells | activation factor at 20 µM | 0.005% of 190,000 active | AID 1214;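 active = activation factor of 2 or more at 20 µM, relative to plate controls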
TR-FRET SRC-2 ct: flags TR-FRET format artefacts in PPARgamma SRC-2 recruitment agonist screen. TR-FRET ratio at 8 µM. TR-FRET artefact counter-screen; active compounds read high. 0.4% of 200,000 active. AID 1049; in the data active = TR-FRET ratio above about 2000; also: inactives centre near 1500
G6PDH counter: counter-screen for G6PDH assay hits: L. mesenteroides G6PDH inhibition | Purified L. mesenteroides G6PDH, diaphorase/resazurin coupled fluorescence, 45 min | inhibition, % at 5 µM | 0.12% of 200,000 active | AID 1020; in the data active = inhibition above about 50%
Diaphorase inh: inhibits diaphorase or chemically oxidizes, flagging diaphorase assay artifacts; AID 1217; 0.69% of 190,000 active; diaphorase resazurin-to-resorufin fluorescence, NADH, 16 min; bacterial (C. kluyveri) enzyme, not human; inhibition, % at 20 µM;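 active = primary screen inhibition at 20 µM above a set limit, cut at about 50% in these data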;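 also: plate controls were DMSO with full reaction for no effect and wells lacking NADH for full effect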
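material = Clostridium kluyveri diaphorase enzyme | amount = 0.14 U/mL diaphorase, enzyme working solution | schedule = incubation 16 min, room temperature | detection = fluorescence of resorufin formed from resazurin, Ex 544/Em 590 nm | benchmarks = positive control minus NADH, DMSO neutral control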
Diaphorase act: diaphorase activation or chemical reduction counter-screen; Diaphorase/resazurin coupled assay, resorufin fluorescence, 16 min; active compounds read high; 1 = vehicle wells, 0 = NADH-free wells; activation factor at 20 µM; 0.005% of 190,000 active; AID 1229;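 active = diaphorase activity raised at least twofold by the compound at 20 µM; inactive = activation factor below 2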
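Material: purified diaphorase enzyme from Clostridium kluyveri; Also added: 0.114 mM NADH and 0.1 mM resazurin, final amounts; Doses: single compound dose of 20 µM, 1% DMSO final; Times: 16 min enzyme reaction, ambient temperature; Detection: resorufin fluorescence, excitation 544 nm, emission 590 nm; Measure: increased resorufin signal from activators or reducing compounds.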
* = called active by the depositor; . = no result given.

Below each SMILES: PMI act satM6P	ROMK primary	PPARg SRC-1 ag	PPARg SRC-3 ag	S1P3 antagonist	PPARg SRC2 recr	PMI act	TR-FRET SRC-2 ct	G6PDH counter	Diaphorase inh	Diaphorase act
1) Cc1ccc(OCC(=O)Nc2ccc(N3CCN(C(=O)c4ccco4)CC3)cc2)cc1C
    1	-1.07	-4.2	0.9	-18.3	-8.0	1	1434	14.6	11.4	0.9
2) N#Cc1c2c(c(NCc3ccco3)n3c1nc1ccccc13)CCC2
    0.5	-0.024	5.9	-7.9	42.7	-4.2	0.9	1503	12.2	36.6	0.6
3) O=C(CSc1nnc2ccc(-c3ccccn3)nn12)NCC1CCCO1 (centres undefined)
    1	0.98	-0.5	1.7	-8.6	-3.4	1.1	1381	3.6	0.2	1
4) COc1ccc(CC(=O)OC2CCCN(C)C2)cc1 (centres undefined)
    1.1	1.37	-1.3	7.9	-1.6	5.6	1.1	1440	17.4	-8.4	1.1
5) Cc1[nH]c2ccccc2c1C(c1ccccn1)N1CCC(C(N)=O)CC1 (centres undefined)
    1	.	-3.1	-11.7	7.4	3.0	1.1	1389	8.9	-11.2	1.1
6) COc1ccc(C(=O)/C=C2\Sc3ccccc3N2C)cc1
    1	0.334	4.9	1.2	-3.8	1.5	0.9	1586	8.4	5.8	0.9
7) O=c1c2c(-c3cccs3)csc2[nH]c(=S)n1-c1ccccc1
    0.9	.	64.7*	81.7*	.	42.6*	0.9	2587*	0.9	36.6	0.6
8) O=C(COc1ccccc1)NC1CCCc2ccccc21 (centres undefined)
    1	0.00997	1.1	0.9	0.5	0.7	1	1549	7.1	8.8	0.9
9) C=CCc1c(C)nc(C)nc1N/N=C/c1ccc(F)cc1
    1	0.183	6.9	8.2	.	7.0	1.1	1428	1.6	7.1	0.9
10) Cc1cccc(NC(=O)CSc2nc3c([nH]c4ccccc43)c(=O)n2C)c1
    1.1	0.518	-1.6	2.0	2.1	7.7	1.1	1502	3.5	-22.2	1.2
11) COc1cc([N+](=O)[O-])ccc1NC(=O)C[n+]1cccc(C(C)=O)c1
    0.8	0.416	5.1	-0.8	-14.7	6.9	1	1599	8.1	-6.1	1.1
12) CCOc1cc(NS(=O)(=O)c2ccc(OC)cc2)c(OCC)cc1NC(=O)c1ccco1
    0.8	1.68	-3.6	-4.3	.	4.7	0.9	1330	8.0	14.5	0.9
13) CCOc1cccc(-c2nnc3n2N=C(c2cc(OC)ccc2OC)CS3)c1
    1.2	3.82*	12.9	0.8	.	0.0	1.1	1707	11.7	45.6	0.5
14) O=C(Nc1ccc(N2CCOCC2)c([N+](=O)[O-])c1)c1ccco1
    1	-0.424	3.7	3.8	3.9	7.2	1	1496	-1.4	-0.8	1
15) CCCCCCn1c(SCC(=O)Nc2cc(C)on2)nc2ccccc2c1=O
    0.9	.	3.0	3.4	-18.9	0.2	0.9	1390	-3.0	8.2	0.9
16) C=CCc1cccc([C@@H]2[C@@H](C)CC[C@H]3C(=O)N4[C@@H](c5cc(OC)c(OC)c(OC)c5)c5[nH]c6ccccc6c5C[C@H]4C(=O)N23)c1
    0.9	0.0178	-0.6	-0.8	-2.4	6.2	1	1356	12.5	19.2	0.8
17) CCOC(=O)C1CCCN(c2c(NCCN3CCCCC3C)c(=O)c2=O)C1 (centres undefined)
    0.9	.	-1.4	5.2	.	9.4	0.9	1559	-9.6	20.8	0.8
18) CCCCOc1ccc(C(=O)N/C(=C/C=C/c2ccccc2)C(=O)NC)cc1
    0.9	0.0624	-3.0	1.2	9.3	10.3	1	1565	1.7	4.3	1
19) CCc1ccc(-c2cc(C(=O)NCCCn3ccnc3)c3ccccc3n2)s1
    1.1	-1.76	4.4	2.7	7.0	0.3	1	1749	2.6	-10.8	1.1
20) COC(=O)C1=C(C)N(Cc2ccco2)C(=O)N[C@@H]1c1cccc(C(F)(F)F)c1
    0.9	-1.04	-3.6	0.2	8.1	-1.7	0.9	1487	14.7	19.2	0.8
21) O=C(c1nc(-c2ccccc2)n(-c2ccccc2)n1)N1CCN(S(=O)(=O)c2ccccc2)CC1
    1	-0.174	-2.5	-5.2	-19.4	-3.7	0.9	1447	11.7	-2.0	1
22) CCOc1ccc(NC(=O)CCC(=O)N/N=C/c2ccc([N+](=O)[O-])s2)cc1
    1.1	.	-10.4	-0.3	-14.9	-16.3	1	1514	0.4	1.7	1
23) Cc1ccc(-c2nc3ncccn3c2Nc2ccccc2C)o1
    1	1.58	-3.1	1.1	-11.2	-2.0	1	1513	9.5	12.5	0.9
24) Cc1cccc(C)c1NC(=O)C(c1ccc(Cl)cc1Cl)N1CCCCC1 (centres undefined)
    1	.	7.0	10.0	.	6.4	1	1537	3.5	6.6	0.9
25) CCSc1ccc2nnc(-c3cccs3)n2n1
    1	0.163	1.2	0.5	-5.5	-3.8	0.9	1608	0.0	31.5	0.7
26) O=[N+]([O-])c1ccc(-n2nnnc2CN2CCOCC2)cc1
    1	-0.181	4.6	1.2	16.0	3.5	1	1615	5.1	10.3	0.9
27) COc1ccc(CCNc2ccc(C)cc2)cc1
    0.9	-1.74	4.7	2.4	.	5.6	0.8	1718	11.4	14.3	0.9
28) Cc1cc2c(=O)[nH]c(Cc3ccccc3)nc2s1
    1	.	-1.8	-7.2	1.0	-5.4	1	1400	0.4	10.3	0.9
29) O=[N+]([O-])c1cc([N+](=O)[O-])c2c(=Nc3ccccc3)n(-c3ccccc3)n(O)c2c1
    0.5	1.15	6.8	5.0	10.5	3.5	0.9	1498	11.9	31.3	0.7
30) COc1ccc(-c2nc(C#N)c(NC(C)C)o2)cc1
    1.1	.	-0.5	5.4	.	-0.2	1	1655	4.2	16.1	0.8

3 entries from above, arranged by molar mass, ascending:
Below each SMILES: PMI act satM6P	ROMK primary	PPARg SRC-1 ag	PPARg SRC-3 ag	S1P3 antagonist	PPARg SRC2 recr	PMI act	TR-FRET SRC-2 ct	G6PDH counter	Diaphorase inh	Diaphorase act
11) COc1cc([N+](=O)[O-])ccc1NC(=O)C[n+]1cccc(C(C)=O)c1
    0.8	0.416	5.1	-0.8	-14.7	6.9	1	1599	8.1	-6.1	1.1
24) Cc1cccc(C)c1NC(=O)C(c1ccc(Cl)cc1Cl)N1CCCCC1 (centres undefined)
    1	.	7.0	10.0	.	6.4	1	1537	3.5	6.6	0.9
13) CCOc1cccc(-c2nnc3n2N=C(c2cc(OC)ccc2OC)CS3)c1
    1.2	3.82*	12.9	0.8	.	0.0	1.1	1707	11.7	45.6	0.5

Continuation:
Below each SMILES: PMI act satM6P	ROMK primary	PPARg SRC-1 ag	PPARg SRC-3 ag	S1P3 antagonist	PPARg SRC2 recr	PMI act	TR-FRET SRC-2 ct	G6PDH counter	Diaphorase inh	Diaphorase act
31) COc1ccc(-c2nnc(SCC(=O)c3cccs3)o2)c(OC)c1
    0.9	.	-1.9	-8.2	13.4	-2.8	0.9	1564	3.1	19.1	0.8
32) COC(=O)c1oc2ccc(Cl)cc2c1NC(C)=O
    1.1	-0.488	1.8	0.7	-21.3	9.9	1	1495	-7.2	1.5	1
33) CCOc1cc(/C=N\NC(=O)Cn2nnc3ccccc32)ccc1O
    1	.	1.0	4.0	-14.7	-1.6	1	1735	9.4	-5.4	1.1
34) COc1ccc(CN2CN(C3CCCC3)CSC2=S)cc1
    0.9	-0.0199	-0.4	3.8	15.9	-1.2	1	1470	10.5	9.0	0.9
35) CCOc1ccccc1NC(=O)Cn1nnc(C(=O)Nc2ccccc2Cl)c1N
    0.9	.	5.8	-7.2	13.5	-3.5	0.9	1484	1.1	4.5	1
36) CC1CCN(C(c2cc3cc4c(cc3[nH]c2=O)OCO4)c2nnnn2CC2CCCO2)CC1 (centres undefined)
    0.9	-0.0164	0.7	-7.6	-32.3	-12.8	1	1438	11.6	11.5	0.9
37) CC1CCCN(C2=C(NS(=O)(=O)c3ccc(Cl)cc3)C(=O)c3ccccc3C2=O)C1 (centres undefined)
    1	.	-3.0	-3.0	-6.3	-5.4	1.3	1542	25.1	24.1	0.8
38) CCOc1cc(CO)cc(Br)c1OCC(=O)O
    .	0.376	5.3	1.6	.	7.3	.	1674	.	.	.
39) CC1CCN(c2ccc(NC(=O)c3cccnc3)cc2)CC1
    0.9	-0.573	-5.7	-2.9	15.9	2.8	0.9	1562	2.2	5.0	0.9
40) COC(=O)c1sccc1NC(=O)c1c(C)cc(=O)oc1C
    1.1	-0.987	12.0	-4.1	.	1.6	1.1	1513	-1.8	9.2	0.9
41) COc1ccc(CNC(=O)COC(=O)c2cccnc2Nc2cccc(C(F)(F)F)c2)cc1
    1.1	-0.00804	-5.0	-1.0	.	7.9	1.1	1490	9.7	-1.5	1
42) O=C(c1ccco1)N1CCN(C(=O)C2CCN(S(=O)(=O)c3cccc4nsnc34)CC2)CC1
    .	.	7.5	-0.3	-28.4	2.4	.	1647	.	.	.
43) O=C(Nc1cnc2ccccc2c1)c1ccncc1
    1	.	-4.5	-8.7	-14.6	-3.4	0.9	1690	5.6	7.9	0.9
44) CC1CCN(c2ccc(C(=O)NCc3ccco3)cc2[N+](=O)[O-])CC1
    0.9	-0.955	3.2	9.3	-2.5	10.1	1	1628	-0.3	7.7	0.9
45) CN(C)/C=C1/C(=O)N(c2ccc([N+](=O)[O-])cc2)N=C1c1ccccc1
    1.1	.	2.5	3.7	10.5	4.6	1.1	1602	4.3	-4.3	1

Outcome played no part in choosing rows; 3.3% or so of the library scored in one or more.
